Screening data (PubChem)
Keap1-Nrf2 PPI = Keap1-Nrf2 (human) interaction inhibition; hit rate 0.15% among 340,000; inhibition, % at 9.4 µM; Keap1 Kelch-Nrf2 peptide fluorescence polarization, 1536-well; Q14145; in the data active = inhibition above about 12%;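 note: human Keap1 Kelch domain with fluorescein labeled Nrf2 9mer peptide probe; 0% = neutral control wells and 100% = peptide positive control; higher means more block of Keap1 binding to Nrf2 peptide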
HTR5A ag = activates human HTR5A in OPRM1-OPRD1 agonist counter-screen; AID 504692; P47898; activation, % at 9.3 µM; hit rate 0.61% among 340,000; HTR5A agonist assay, luminescence, cell-based; in the data active = activation mostly above about 9.5%, no sharp cut-off; inactive = mostly below about 7.6%;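 note: 0% = cells with vehicle only and 100% = reference agonist; strong numbers were not always called active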
Target sequence (P47898 whole entry, looked up): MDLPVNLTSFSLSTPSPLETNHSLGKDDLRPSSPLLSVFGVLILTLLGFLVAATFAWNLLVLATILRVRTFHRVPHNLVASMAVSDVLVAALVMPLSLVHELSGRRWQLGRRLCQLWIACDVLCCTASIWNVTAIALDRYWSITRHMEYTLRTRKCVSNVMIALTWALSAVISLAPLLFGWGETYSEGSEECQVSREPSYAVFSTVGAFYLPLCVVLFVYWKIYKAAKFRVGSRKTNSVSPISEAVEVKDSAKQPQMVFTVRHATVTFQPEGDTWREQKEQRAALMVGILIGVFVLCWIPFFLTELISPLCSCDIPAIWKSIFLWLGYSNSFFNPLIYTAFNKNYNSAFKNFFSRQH
HTR5A inv ctr = inverse agonist of human HTR5A in OPRM1-OPRD1 counter-screen | hit rate 0.083% among 340,000 | inhibition, % at 9.3 µM | AID 504634 | P47898 | HTR5A cell line, luminescence, inverse agonism; in the data active = inhibition mostly above about 23%, no sharp cut-off; inactive = mostly below about 18%;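 note: 0% = cells with DMSO and 100% = no-cell wells with DMSO; some compounds called inactive have numbers as strong as hits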
V-ATPase pH = alters yeast V-ATPase proton transport. S. cerevisiae, pHLuorin cytosolic pH fluorescence. response, % at 10 µM. hit rate 0.37% among 350,000. AID 504577; in the data active = response mostly above about 7.3%, no sharp cut-off; inactive = mostly below about 5.4%; note: actives read high; inactives centre near 0; some compounds called inactive have numbers as strong as hits; reference of the scale not given here
LANA DNA inh = blocks KSHV LANA C-terminal domain binding to DNA | hit rate 0.078% among 340,000 | inhibition, % at 9 µM | MBP-C-LANA/FAM-LBS DNA binding, fluorescence polarization | AID 504423;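 active = highest replicate inhibition at or above 60% at 9 µM, even if other replicates fall short; inactive = all replicates below 60% inhibition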;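 note: 0% = neutral control wells and 100% = 4 µM acridine orange control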
cardiac RTF act = cardiac RTF calcium sensitization; IANBD-labeled TnC RTF fluorescence at EC20 calcium; 0% EC20 calcium, 100% full calcium; activation, % at 7.2 µM; hit rate 0.24% among 340,000; AID 493008;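 active = activation above the mean over all tested compounds plus 3 SD, cut at about 30% in these data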;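 note: rise in fluorescence read as greater calcium sensitivity of cardiac thin filaments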
OPRM1-OPRD1 inv = mu-delta opioid heterodimer inverse agonism; AID 504357; cell-based MOR-DOR heterodimer luminescence; hit rate 0.21% among 340,000; inhibition, % at 9.3 µM; in the data active = inhibition above about 22%, passing the limit was not always enough;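 note: 0% = cells with DMSO and 100% = wells without cells with DMSO; values of inactives mirror those of a sister screen read the other way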
CAL PDZ FP = blocks peptide binding to the human CAL PDZ domain | Q9HD26 | purified CAL PDZ, TMR-peptide fluorescence polarization, 1 h | inhibition, % at 24.9 µM | hit rate 0.92% among 300,000 | AID 602252;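 active = mean inhibition of at least 30% with at least half of replicates also reaching 30%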;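 note: 0% = DMSO neutral control and 100% = excess unlabeled competitor peptide PRC23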
OPRM1-OPRD1 ag = OPRM1-OPRD1 heterodimerization agonism; activation, % at 9.3 µM; cells, luminescence; hit rate 0.3% among 340,000; in the data active = activation above about 18%;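 note: 0% = vehicle-treated cells and 100% = reference agonist; values of inactives mirror those of a sister screen read the other way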
Cardiac RTF inh = cardiac RTF calcium desensitization | hit rate 0.12% among 340,000 | IANBD-labeled cardiac RTF, Ca2+ fluorescence | P19429+P45379 | inhibition, % at 7.15 µM;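 active = inhibition above the mean inhibition of all tested compounds plus 3 SD, cut at about 17% in these data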;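 note: assay run at fixed EC70 calcium of 1.6 mM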
Numbers without * were called inactive; nt = not tested or not shown. No enrichment for hits, and some 2.8% of all compounds hit somewhere here.

structure,OPRM1-OPRD1 ag,HTR5A inv ctr,Keap1-Nrf2 PPI,V-ATPase pH,HTR5A ag,Cardiac RTF inh,LANA DNA inh,cardiac RTF act,OPRM1-OPRD1 inv,CAL PDZ FP
Cc1ccc(S(=O)(=O)N(C)c2ccc(OC(=O)CN3C(=O)NC4(CCCC4)C3=O)cc2)cc1C,-1.8,-21,1,2,8,-3,-0.1,2,12,-2
COn1c(=O)c(-c2ccc(F)cc2)[n+]([O-])c2ccccc21,-3.4,-4,1,-1,1,-15,-2.2,0,15,-5
Clc1ccccc1Cn1nnc2c(NCC3CC3)ncnc21,1.1,-1,-5,2,0,-11,0.2,-1,-7,-3
Cc1ccc(NC(=O)NCc2ccccn2)cc1,1.6,7,0,-3,-2,-3,-0.7,-2,-11,-4
COC(=O)COc1ccc(S(=O)(=O)N2CCc3ccccc3C2)cc1,-1.0,-10,5,2,-2,-3,0.7,0,5,-2
CC(C(=O)O)n1c2ccccc2c2cnn(C)c(=O)c21 (stereo not drawn),0.0,8,-4,-1,-2,-3,2.5,-3,0,1
CCCc1cc(=O)oc2c(C)c(OCC(=O)N3CCC[C@@H]3C(=O)O)ccc12,-3.2,22,-3,-1,7,4,0.4,-1,16,-1
O=C(NCCN1CCOCC1)c1c[nH]c2ccc(S(=O)(=O)N3CCOCC3)cc2c1=O,-1.6,-6,-3,4,4,-5,2.2,-4,8,2
COc1ccc(C)cc1S(=O)(=O)N(CC(=O)O)c1ccc(F)cc1,-3.5,10,-3,0,2,-1,2.5,0,15,nt
O=C(/C=N/O)NCCCN1CCOCC1,-4.2,2,-1,2,6,-14,1.3,-6,19,0
CCC(OC(=O)CCc1nc2ccccc2[nH]c1=O)C(=O)c1ccccc1 (stereo not drawn),-0.2,-15,2,-2,4,-5,-0.6,-3,1,nt
COc1ccc(OC)c(/C=C2\Oc3cc(OCC(=O)N4CCC[C@H]4C(=O)O)ccc3C2=O)c1,-2.4,-19,0,-1,1,-8,-1.5,7,14,3
Cc1ccc(-c2noc(C3CCCN(C(=O)C4CCCCC4)C3)n2)o1 (stereo not drawn),-1.0,-6,-6,-3,1,1,-0.4,-6,5,-1
CCOc1ncccc1C(=O)N1CCN(c2ccc(C(F)(F)F)cn2)CC1,-2.8,3,-3,2,-1,-6,2.5,-5,13,-4
CC(=O)c1sc(NC(=O)C2CSC3(C)CCC(=O)N23)nc1-c1ccccc1 (stereo not drawn),-0.9,11,-2,1,-4,3,0.5,-1,6,-4
C/C(CC(=O)Nc1ccc(N(C)C)cc1)=N\NC(=O)c1ccc([N+](=O)[O-])cc1Cl,2.4,2,-3,-5,-1,-4,1.2,-3,-11,-3
CCOc1ccccc1OCC(=O)NN1Cc2ccccc2C1=N,-2.0,-5,0,3,-2,-2,0.3,8,12,5
Cc1cccc(NC(=O)NCC(c2ccco2)N2CCCCC2)c1 (stereo not drawn),0.7,-22,1,0,1,0,-0.1,-1,-4,-4
Cc1ccccc1-n1c(SCc2cc(=O)n3ccccc3n2)nc2[nH]ncc2c1=O,0.3,2,-1,-1,-1,1,-2.4,2,-2,-4
COc1ccc(-c2nsc3c(N4CCN(C(=O)c5ccco5)CC4)ncnc23)cc1,-1.3,-14,1,2,5,-14,0.8,-2,8,-1
O=C(NNC(=O)c1cc(-c2ccco2)nc2ccccc12)c1ccccc1,-1.4,-4,0,1,-2,-15,-2.4,2,8,-1
O=C(NCc1ccco1)C(=O)NCC1OCCN1S(=O)(=O)c1cc(F)ccc1F (stereo not drawn),-2.9,-8,3,-2,3,4,0.1,2,15,-6
Cc1ccc(C)c(N2CCN(C(=O)Nc3ccc4c(c3)N(C)C(=O)CS4)CC2)c1,3.1,0,-8,-1,0,-5,0.5,2,-20,-3
CC(C)c1ccc(C(CC(=O)c2ccc(Cl)cc2)C(=O)O)cc1 (stereo not drawn),-2.5,-22,0,5,8,-6,1.3,-11,15,-1
Cn1cc(CNCc2cn(C)nc2-c2ccc(C3CCCCC3)cc2)cn1,1.0,-13,-3,-1,5,5,2.0,5,-5,5
Cc1nn(C(C)(C)C)c(OC(=O)C2CCCC2)c1S(=O)(=O)c1ccccc1,3.8,5,-3,1,3,-5,-2.3,-2,-18,-4
CCNc1nnc(SCC(=O)N2c3ccccc3NC(=O)CC2C)s1 (stereo not drawn),-0.4,12,2,5,-5,-3,-1.9,-4,2,-1
C(=C\c1ccccc1)/CN1CCN(Cc2nc(Cc3ccccc3)no2)CC1,1.1,9,-1,1,-1,0,-1.9,1,-7,-3
Cc1ccccc1NS(=O)(=O)c1nnc(NC(=O)c2ccc(Cl)cc2)s1,-0.9,-21,-5,-1,7,-7,0.2,-1,6,nt
C=CC[N+](C)(C)C/C(Cl)=C(\Cl)c1ccccc1,-0.3,-6,0,1,3,-2,2.9,-2,2,-2
Cn1c(=O)oc2cc(S(=O)(=O)CCC(=O)Nc3ccccc3)ccc21,-3.2,10,4,-2,3,0,0.1,0,17,5
CCOC(=O)C(C(=O)OCC)c1c([N+](=O)[O-])c(=O)n2c3c(cccc13)CCC2,-0.8,-5,-5,0,1,1,-1.0,1,4,-4
CC(=O)Nc1ccc(SCC(=O)OCC(=O)NC(=O)NCc2ccco2)cc1,-3.5,-28,3,2,3,5,-0.2,5,20,-3
Cc1occc1C(=O)NNC(=O)Nc1ccc([N+](=O)[O-])cc1,-1.1,4,-2,-1,-4,-5,1.0,0,6,-4
Cc1[nH]n(-c2cccc3ccccc23)c(=O)c1/C=N/c1sc2c(c1C#N)CCC2,-4.3,1,-3,0,2,-6,-0.7,-1,18,nt
CC(C)c1ccc(N(C(=O)c2ccc3c(c2)OCO3)C2C=CS(=O)(=O)C2)cc1 (stereo not drawn),-0.3,0,-1,-5,-1,-1,-0.6,-2,1,-1
COc1ccc(-c2ccc(OC)c([C@H]3[C@@H]4C=CCC[C@@]4(C)C(=O)N3Cc3ccccc3)c2)cc1OC,0.8,11,-4,4,0,1,0.8,0,-4,-3
CC1CCN(S(=O)(=O)c2csc(C(=O)Nc3ccccc3)c2)CC1,4.4,-1,-4,-5,4,-18,-0.2,-1,-24,2
Cc1ccc(S(=O)(=O)N(C)C)cc1NC(=O)COC(=O)/C=C/c1cccs1,-2.8,-3,0,-3,-3,-6,-1.0,-2,15,-5
Brc1ccc(C2=Nn3c(nnc3-c3cccnc3)SC2)s1,-1.1,-11,-4,1,3,-2,-0.3,3,6,-4
O=C(O)/C=C\c1ccccc1Oc1cccc(Cl)c1,-0.5,0,-1,1,0,1,0.0,-2,3,4
CC(C)Cn1c(=O)c(C(=O)Nc2cnccn2)c(O)c2ccccc21,0.6,-32,-3,3,11,-2,0.3,1,-3,0
O=C(N=C1SC2CS(=O)(=O)CC2N1c1c(Cl)cccc1Cl)C1CC1 (stereo not drawn),-2.1,-11,0,-1,0,-7,-0.8,-2,11,nt
O=c1c2ccccc2[nH]c(=S)n1CCCN1CCN(c2ccccc2F)CC1,4.1,5,0,1,-1,-9,0.2,-3,-20,0
COc1cc(C(=O)Nc2ccc(S(=O)(=O)NC(C)(C)C)cc2)cc(OC)c1OC,-2.2,-5,1,2,2,-9,-0.8,3,12,nt
O=C(NCCc1ccccc1)Oc1ccc(Cl)cc1,-1.9,9,-2,9,3,3,-0.3,-4,10,3
Cn1nc([N+](=O)[O-])nc1N1CCN(c2ccc(F)cc2)CC1,1.6,-17,3,-6,5,-5,2.6,0,-8,-2
COC(=O)C1C(O)=C(C(C)=N)C(=O)CC1(C)C (stereo not drawn),-2.1,-13,-1,-3,-5,-5,0.8,-1,9,1
Cc1cc(C)cc(OCC(=O)OCC(=O)NC2CC2)c1,0.2,8,3,0,-2,-6,3.3,2,-1,1
COc1ccc(C(=O)N[C@H](C(=O)OCn2nnc3ccccc3c2=O)C(C)C)cc1,-2.0,-5,-2,1,-2,6,-0.6,-5,13,-3
O=C(Oc1cccc(NC(=O)c2ccccc2Cl)c1)c1ccc([N+](=O)[O-])cc1,4.5,-21,1,-1,5,2,4.9,-2,-25,-2
N#CC1=C(N)c2ccccc2CC12CCCCC2,5.2,11,-1,5,-5,-8,-0.9,-3,-31,11
Cc1ccc2nsnc2c1S(=O)(=O)NCCc1c(C)[nH]c2ccc(F)cc12,0.0,-22,-3,4,-4,3,1.4,-9,0,2
COc1ccc2[nH]c3c(c2c1)CCN1C(=O)C(CC(=O)NCCN2CCOCC2)C[C@H](C(=O)N2CCCCC2)[C@@]31C (stereo partly drawn),-2.6,1,-1,-1,0,-4,0.8,-3,13,-3
COc1ccc(OCC(=O)Nc2ccccc2N2CCCCC2)cc1,1.0,-15,-7,-1,-2,6,0.7,-3,-5,0
Cc1cccc(NC(=S)N=Nc2c(O)n(C)c3ccc(S(=O)(=O)N4CCOCC4)cc23)c1,0.1,-6,-2,-1,2,-2,1.7,1,-1,-4
O=C(c1ccc(-c2ccccc2)cc1)C1CCCN(Cc2ccncc2)C1 (stereo not drawn),-2.3,-2,-5,2,1,-3,-1.1,4,12,-6
